Source: PubChem (Sanford-Burnham Center for Chemical Genomics)
XBP1 UPR activ = adaptive UPR (XBP1) activation; activation, % at 20 µM; CHO-XBP1 luciferase reporter, IRE1-XBP1 UPR activation, luminescence; percent of tunicamycin response, DMSO as zero; 0.33% of 330,000 active;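 active = versus positive control, 20 µM dose yields 30% or more activation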;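 note: 100% = tunicamycin at 10 µg/mL and 0% = DMSO only wells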
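Material: CHO cell line with stable XBP1 luciferase reporter; schedule: 16-18 h cell attachment at 37 °C, then 6 h compound exposure; signal: glow luminescence from Steady-Glo reagent; medium: serum-containing F12 medium, 10% FBS; benchmarks: tunicamycin 10 µg/mL and vehicle-only wells; read-out: percent activation relative to tunicamycin reference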
APJ antagonist = APJ receptor antagonism | AID 2521 | CHO-K1 APJ beta-arrestin complementation, luminescence | inhibition, % at 20 µM | 0.32% of 330,000 active;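 active = inhibition above about 40% at 20 µM, limit read from the data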;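 note: cells challenged with 10 nM apelin-13 agonist together with compound; plate controls were apelin-13 plus DMSO wells for no effect and DMSO wells lacking apelin-13 for full effect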
Target sequence (P35414 whole entry, looked up): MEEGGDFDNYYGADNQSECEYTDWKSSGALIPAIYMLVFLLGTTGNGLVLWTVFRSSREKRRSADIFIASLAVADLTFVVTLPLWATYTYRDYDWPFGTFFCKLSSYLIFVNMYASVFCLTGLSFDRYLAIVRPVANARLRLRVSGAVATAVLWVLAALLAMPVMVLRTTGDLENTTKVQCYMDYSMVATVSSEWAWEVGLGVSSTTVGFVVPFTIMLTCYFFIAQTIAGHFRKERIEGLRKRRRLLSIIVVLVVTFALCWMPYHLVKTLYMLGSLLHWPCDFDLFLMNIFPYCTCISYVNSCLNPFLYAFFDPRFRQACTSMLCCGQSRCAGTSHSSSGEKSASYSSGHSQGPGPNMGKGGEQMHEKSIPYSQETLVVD
Jurkat NFkB inh = inhibitors of the PMA/ionomycin-induced NF-kB reporter in Jurkat cells; AID 435003; inhibition, % at 4 µM; 0.53% of 330,000 active; PMA/ionomycin-induced NF-kB luciferase reporter, luminescence; in the data active = inhibition above about 50%
UPR CHOP act = activators of apoptotic arm of unfolded protein response (CHOP) | CHO-CHOP luciferase reporter, UPR activation, luminescence; percent of tunicamycin response over DMSO baseline | activation, % at 10 µM | 0.34% of 330,000 active | AID 449763;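 active = at 10 µM dose, activation of 40% or more, normalized to positive control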;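 note: 100% = tunicamycin at 10 µg/mL and 0% = DMSO alone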
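System: CHO-CHOP luciferase reporter cell line; amount: 500 cells/well; buffer or medium: F12 medium containing 10% fetal bovine serum; incubation: 6 h compound exposure at 37 °C after overnight seeding; measured by: luciferase luminescence after 10 min with Steady-Glo reagent; evaluation: % reporter activation, DMSO baseline versus tunicamycin full activation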
697 NFkB inh = inhibitors of the PMA/ionomycin-induced NF-kB reporter in 697 B cells; 0.33% of 330,000 active; inhibition, % at 4 µM; 697 B-cell NF-kB luciferase reporter, 16 h; in the data active = inhibition above about 35%
tim23-1 inh = growth inhibitors of tim23-1 mutant yeast. 1.3% of 330,000 active. inhibition, % at 20 µM. S. cerevisiae tim23-1 growth, BacTiter-Glo luminescence, 24 h. AID 463212;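 active = growth inhibition of the mutant yeast at or above 50%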;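 note: temperature-sensitive mutant grown at 25 °C; plate controls were DMSO-treated mutant yeast for no effect and medium wells lacking yeast for full effect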
APJ agonist = agonists of human APJ apelin receptor. CHO-K1 APJ PathHunter beta-arrestin, luminescence; 0% DMSO wells, 100% apelin. AID 2520. activation, % at 20 µM. 0.11% of 330,000 active;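 active = activation more than six SD over the plate average, tested at 20 µM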;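 note: 0% = DMSO alone and 100% = apelin-13 at 10 nM; some results filed as inactive read as strong as hits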
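Test system – PathHunter CHO-K1 APJ (AGTRL-1) beta-arrestin reporter cells · Input – 1000 cells/well · Compound – single test compound dose, 20 µM final, 1% DMSO · Times – compound stimulation 90 min at 25 °C, detection 60 min · Technique – beta-gal luminescence · Read-out basis – APJ–arrestin association signal · Control set – negative DMSO alone, positive Apelin-13 at 10 nM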
Mdm2 MdmX PPI = human Mdm2/MdmX binding inhibition. SaOS-2 split-luciferase Mdm2/MdmX complementation, luminescence. AID 485346. O15151+Q00987. inhibition, % at 8 µM. 3% of 330,000 active;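 active = inhibition of at least 50% at 8 µM in the primary screen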
* = called active by the depositor.

The first 2 compounds, to show the layout:
SMILES	XBP1 UPR activ	APJ antagonist	Jurkat NFkB inh	UPR CHOP act	697 NFkB inh	tim23-1 inh	APJ agonist	Mdm2 MdmX PPI
COC(=O)c1cccc(NC(=O)c2cccnc2C(=O)O)c1C	-3	6	0	-0.3	10	2	0	-25
CCOC(=O)c1ccc(NC(=O)Nc2ncccc2C)cc1	2	5	-53	6.1	-61	-8	-2	10

Results (from the top)
SMILES	XBP1 UPR activ	APJ antagonist	Jurkat NFkB inh	UPR CHOP act	697 NFkB inh	tim23-1 inh	APJ agonist	Mdm2 MdmX PPI
COC(=O)c1cccc(NC(=O)c2cccnc2C(=O)O)c1C	-3	6	0	-0.3	10	2	0	-25
CCOC(=O)c1ccc(NC(=O)Nc2ncccc2C)cc1	2	5	-53	6.1	-61	-8	-2	10
O=C(NC(c1ccccc1)c1ccccc1)N1CCN(CCO)CC1	0	5	-3	-0.3	1	-1	-3	1
COc1ccc(S(=O)(=O)Nc2ccc(N(C)C(C)=O)cc2)cc1	0	14	2	-2.5	37*	6	-4	19
C#CCOCCOCCOCCNc1nc(N2CCN(C(=O)[C@H]([C@@H](C)CC)n3cc(CCCCN)nn3)CC2)nc(N2CCN(C(=O)[C@H]([C@@H](C)CC)n3cc(CCCN=C(N)N)nn3)CC2)n1	0	-41	13	0.7	21	20	-2	-18
CC1(C(=O)Nc2ccc(S(=O)(=O)Nc3ncccn3)cc2)CCCC1	-2	-7	-5	1.1	2	-13	-2	15
Fc1ccc(CNCCC(Cc2ccccc2)c2ccco2)cc1 (stereo not drawn)	0	-6	-13	0.4	-10	7	-4	19
CCN1CCN(c2cc(C)c3cc(NC(=S)N4CCN(c5ccc(F)cc5)CC4)ccc3n2)CC1	0	-4	-1	4.6	15	13	2	96*
COc1cc(OC)c(NC(=O)CCNS(=O)(=O)c2ccc3c(c2)oc(=O)n3C)cc1Cl	-6	7	7	-1.0	16	1	-2	7
COc1ccccc1NS(=O)(=O)c1cc(N)ccc1N1CCCCC1	0	4	-3	1.9	16	43	-4	28
COc1ccc(CCNCCC(=O)Nc2c(C)cc(C)cc2C)cc1OC	-2	4	14	0.8	1	-12	-3	15
CCCNC(=O)OCC12CC3CC(CC(C3)C1)C2	0	-3	11	0.9	-4	23	-2	5

Compound profiles, from the list above. Values in the order: XBP1 UPR activ | APJ antagonist | Jurkat NFkB inh | UPR CHOP act | 697 NFkB inh | tim23-1 inh | APJ agonist | Mdm2 MdmX PPI
CC1(C(=O)Nc2ccc(S(=O)(=O)Nc3ncccn3)cc2)CCCC1 across the screens: -2 | -7 | -5 | 1.1 | 2 | -13 | -2 | 15
O=C(NC(c1ccccc1)c1ccccc1)N1CCN(CCO)CC1 across the screens: 0 | 5 | -3 | -0.3 | 1 | -1 | -3 | 1

(further entries)
SMILES	XBP1 UPR activ	APJ antagonist	Jurkat NFkB inh	UPR CHOP act	697 NFkB inh	tim23-1 inh	APJ agonist	Mdm2 MdmX PPI
CCCC(=O)NCc1nc2ccccc2n1CC(=O)c1ccccc1	-6	6	4	-1.7	-5	12	-1	-13
Cc1nnc(SCC(=O)NCCN2C(=O)CSC2=O)n1-c1ccccc1	-2	-11	5	-2.1	23	-5	-1	-2
Cc1ccc(C)c(OCC(=O)NCC(C)C)c1C	-2	-15	2	-1.6	1	16	-1	19
O=C1CCN(CCc2ccccc2)CCN1[C@H](CO)c1ccccc1	1	-36	-2	-0.6	-22	3	5	-27
C=C(C)Cn1c(=O)c2c(nc3n2CC(C)CN3Cc2ccccc2)n(C)c1=O (stereo not drawn)	-3	-19	-5	-2.4	-16	15	0	11
Cc1ccc(S(=O)(=O)N2CCC(=O)N(C(COC(=O)Nc3ccccc3)Cc3ccccc3)CC2)cc1 (stereo not drawn)	-4	2	7	0.3	11	-11	7	15
Cc1ccc(NC(=O)CCCC(=O)O)c(Br)c1	-1	-29	-15	2.3	-23	10	3	-18
CC1(C)CC(=O)C2=C(C1)Nc1ccccc1NC2c1nc2ccccc2[nH]1 (stereo not drawn)	2	12	-49	-3.0	-53	-6	-3	-15
CCCn1c(N)c(C(=O)COC(=O)CCNS(=O)(=O)c2ccccc2F)c(=O)[nH]c1=O	-3	0	-10	0.9	17	-11	-1	2
COc1cc(-c2ccc3oc(-c4cccc(C)c4)c(C#CC4(O)CCCCC4)c3c2)cc(OC)c1OC	2	0	9	1.4	8	14	-5	56*
CC(=O)NC(Cc1ccc(F)cc1)C(=O)NC1CCN(c2nnnn2-c2ccccc2)CC1 (stereo not drawn)	1	1	-8	-1.5	17	10	-5	2
Cc1cccc(NC(=O)CN2CCN(C(=O)c3oc4c(Cl)cccc4c3C)CC2)c1C	2	-8	-1	-1.7	4	27	-2	26
CC(C)(C)OC(=O)[C@H](Cc1ccccc1)NC(=O)c1nc[nH]c1C(=O)N1CCN(C(=O)OC(C)(C)C)CC1	0	-19	-17	2.6	-214	7	0	74*
COc1ccc(NC(=O)c2c(C(F)(F)F)nn(C)c2SCc2ccccc2)cc1	1	-8	-4	1.7	-41	29	-3	-29
C=CCSc1nnc(NC(=O)c2ccc(NC(C)=O)cc2)s1	0	-18	-11	2.0	12	4	-2	-19
O=C(c1cnc2sccn2c1=O)N1CCN(c2ccccc2Cl)CC1	3	-4	-26	1.3	-11	6	-2	-6
O=C(NC1CCN(Cc2ccccc2)CC1)C1COc2ccccc2O1 (stereo not drawn)	-1	3	0	1.4	9	14	0	6
Oc1c(N=Nc2ccccn2)ccc2ccccc12	-2	68*	47	276*	-184	53*	-12	91*
CCOc1ccc(NC(=O)c2cnc3scc(C)n3c2=O)cc1	-2	5	-31	4.5	-12	8	-3	3
CCOc1ccc(S(=O)(=O)N(CC)CC)cc1NC(=O)CSCc1c(C)noc1C	3	8	-14	-0.8	-18	19	0	-14
COc1ccccc1N1CCN(C(=O)C(=O)N/N=C/c2cccc(O)c2)CC1	0	6	3	-2.4	5	14	-1	-24
COc1ccccc1NC(=O)c1ccc(COc2ccc3c(c2)CCC3)cc1	2	-20	-9	0.9	-58	10	-2	4
COc1ccc(-n2nc3c(c2NC(=O)C2CCCC2)CS(=O)C3)cc1 (stereo not drawn)	-1	-18	-24	-0.9	-13	2	-3	-5
COc1ccccc1NC(=O)Nc1cccc(C(=O)O)c1	-3	8	5	0.2	24	6	-2	14
CCOc1cccc(NC(=O)C(Cc2cccs2)c2nn[nH]n2)c1 (stereo not drawn)	3	1	-8	-0.3	-15	2	-2	4
Cc1ccc(-c2onc3ccc(Cl)cc23)cc1	-1	-3	-16	0.9	6	8	-2	11
O=C(CCc1nnc2ccc(N3CCCC3)nn12)Nc1ccc(F)cc1F	-3	1	13	-0.5	-8	6	-1	26
COc1ccc(-c2cc(C(=O)N(C)Cc3ccccc3)no2)cc1OC	-1	9	0	-0.4	-4	26	-7	6
CC(C)(C)C(=O)NC(=S)Nc1ccccc1C(N)=O	-2	22	-5	1.4	9	8	-3	2
O=C1/C(=C/c2cccnc2)SC(=S)N1c1ccccc1	-2	-5	-1	0.2	-20	8	0	15
O=C(Nc1cccc(F)c1)Nc1cccc(Cl)c1	-3	6	-26	4.9	-25	26	0	30
CCOC(=O)CNC(=O)C12CC3CC(CC(C3)C1)C2	-4	-16	1	-1.6	7	-6	-4	7
O=C(O)COCC(=O)N1CCCN(c2nccc(C(F)(F)F)n2)CC1	-2	4	1	-2.1	6	2	-1	18
COc1ccc(C2=NN(C(=O)CSc3nnc(C)n3C)C(c3ccco3)C2)cc1 (stereo not drawn)	3	-4	6	-0.7	-2	7	-1	0
NC(=O)c1nn(-c2ccc(Cl)cc2Cl)c(=O)cc1O	-3	1	-22	1.1	4	19	2	-33
COC(=O)[C@H](Cc1ccccc1)NC(=O)NCCc1ccc(F)cc1	0	14	-1	-1.1	-21	14	3	5

Only XBP1 UPR activ and APJ antagonist, for some of the entries so far:
Compound | XBP1 UPR activ | APJ antagonist
Cc1ccc(-c2onc3ccc(Cl)cc23)cc1 | -1 | -3
COc1ccc(-c2cc(C(=O)N(C)Cc3ccccc3)no2)cc1OC | -1 | 9

(listing goes on)
SMILES	XBP1 UPR activ	APJ antagonist	Jurkat NFkB inh	UPR CHOP act	697 NFkB inh	tim23-1 inh	APJ agonist	Mdm2 MdmX PPI
CC(C)CC(=O)N1CCC(N2CCN(c3ccccc3)CC2)CC1	-2	9	7	-0.9	10	14	-1	25
Cc1cc(=O)nc2c3ccccc3n(CC(=O)NCCC3=CCCCC3)n12	-4	11	12	-0.7	-2	9	-3	45
CN(CC(=O)O)S(=O)(=O)c1cc(Cl)ccc1Cl	-3	-3	-15	0.6	-35	4	-1	-25
COC(=O)c1ccc(Cn2nc(C)c(Br)c2C)cc1	0	18	5	0.4	-11	7	2	-3
Cc1c(C)c2cc(Cl)c(OCC(=O)NC3CC(C)(C)NC(C)(C)C3)cc2oc1=O	-4	9	-29	0.7	9	-9	-2	6
COc1ccc(-c2cc(C(F)F)n3ncc(C(=O)N4CCCCC4)c3n2)cc1	5	11	-5	0.8	9	31	-4	11
N=c1n(-c2ccccc2)c(O)cc(=O)n1-c1ccccc1	-3	-11	1	1.9	14	6	-1	-3
CC(C)CNC(=O)c1cc(=O)[nH]c2ccc(S(=O)(=O)Nc3ccc(F)cc3)cc12	7	-1	5	2.3	17	0	1	-22
O=C(Nc1cccc(-n2cnnn2)c1)c1cc(Cl)nc(Cl)c1	-5	-23	4	1.0	-6	-19	4	-3
O=C(CNC(=O)c1ccc(-c2ccccc2)cc1)Nc1cccc(CO)c1	2	-2	3	1.1	-19	14	-4	21
C=CCn1c(SCC(=O)Nc2ccc(O)cc2)nc2sc(CC)cc2c1=O	8	15	8	2.5	-6	-1	0	7
CCN(CC(=O)Nc1ccccc1C(F)(F)F)C(=O)CSCc1c(C)noc1C	1	1	9	3.3	6	22	-3	23
COc1cc(OC)cc(N(C(=O)CNC(=O)c2cccs2)C(C(=O)NCC2CCCO2)c2ccccc2)c1 (stereo not drawn)	-6	8	6	1.2	12	8	2	23
CCCC(=O)Nc1ccc(C(=O)N/N=C/c2ccc([N+](=O)[O-])o2)cc1	1	-52	-14	0.3	-41	21	4	18
O=c1c2c3c(sc2nc(NCCO)n1Cc1ccco1)CCCCC3	6	4	-38	2.7	-60	15	-2	-2
O=C(Nc1ccccc1)C1=C[C@@H](C2CC2)C[C@@H](OCCCCO)O1	4	10	-38	0.5	-32	-7	-2	-28
O=C1CCC(C(=O)OC(C(=O)c2c[nH]c3ccccc23)c2ccccc2)=NN1 (stereo not drawn)	0	5	9	0.8	2	13	-2	3
CCOc1ccc2c(c1)nc(SCC(=O)c1ccc(Br)s1)n2C	0	14	1	0.5	2	26	0	15
COc1ccc(C(=O)NC(=S)NC2CCSC2=O)cc1 (stereo not drawn)	3	4	12	3.5	10	5	-2	21
CC1CC1C(=O)OCC(=O)N(C)c1c(N)n(Cc2ccccc2)c(=O)[nH]c1=O (stereo not drawn)	-5	-6	-5	0.2	-5	-18	-6	20
C(=N\c1nc2ccccc2[nH]1)/c1cccs1	-1	17	-8	1.2	20	-7	0	-4
CCCOc1ccccc1NC(=O)Nc1ccccc1Cl	1	-2	7	0.6	0	3	-2	12
CCn1ncc(C2=NOC(C(=O)NCC(C)C)C2)c1C (stereo not drawn)	2	4	2	1.1	-13	11	-4	-12
O=C(CSc1nc2c(sc3ccccc32)c(=O)n1CCO)NCc1ccco1	0	6	4	-1.2	10	-13	-1	11
N#CCCn1cc(CNCc2ccccc2)c(-c2cccc([N+](=O)[O-])c2)n1	0	-4	0	1.2	7	8	-3	12
Cc1cccc(N2C(=O)c3cccc4c(N5CCCCC5)c([N+](=O)[O-])cc(c34)C2=O)c1C	2	29	-11	1.6	-98	9	-4	18
